KCNK3 inh – human KCNK3 channel inhibition, primary screen. CHO-KCNK3 thallium flux, FluxOR fluorescence; stronger effect = lower value. B-score at 10 µM. 340,000 tested, 0.84% active;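 active means B-score under library mean minus 4 SD, starting fluorescence ratio at most library mean plus 5 SD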;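 further: more negative B-score means stronger inhibition of thallium flux through KCNK3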
TRPC4 agonist – TRPC4 (mouse) channel activation; Q9QUQ5; HEK293 TRPC4beta/mu-opioid, Fluo4 calcium fluorescence; stronger effect = higher value; B-score at 10 µM; 310,000 tested, 0.49% active; AID 2237;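 active means B-score above 5 SD of library B-scores, and initial fluorescence ratio not above library mean plus 5 SD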;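 further: positive B-score marks a calcium rise read as TRPC4 activation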
Target sequence (Q9QUQ5 whole entry, looked up): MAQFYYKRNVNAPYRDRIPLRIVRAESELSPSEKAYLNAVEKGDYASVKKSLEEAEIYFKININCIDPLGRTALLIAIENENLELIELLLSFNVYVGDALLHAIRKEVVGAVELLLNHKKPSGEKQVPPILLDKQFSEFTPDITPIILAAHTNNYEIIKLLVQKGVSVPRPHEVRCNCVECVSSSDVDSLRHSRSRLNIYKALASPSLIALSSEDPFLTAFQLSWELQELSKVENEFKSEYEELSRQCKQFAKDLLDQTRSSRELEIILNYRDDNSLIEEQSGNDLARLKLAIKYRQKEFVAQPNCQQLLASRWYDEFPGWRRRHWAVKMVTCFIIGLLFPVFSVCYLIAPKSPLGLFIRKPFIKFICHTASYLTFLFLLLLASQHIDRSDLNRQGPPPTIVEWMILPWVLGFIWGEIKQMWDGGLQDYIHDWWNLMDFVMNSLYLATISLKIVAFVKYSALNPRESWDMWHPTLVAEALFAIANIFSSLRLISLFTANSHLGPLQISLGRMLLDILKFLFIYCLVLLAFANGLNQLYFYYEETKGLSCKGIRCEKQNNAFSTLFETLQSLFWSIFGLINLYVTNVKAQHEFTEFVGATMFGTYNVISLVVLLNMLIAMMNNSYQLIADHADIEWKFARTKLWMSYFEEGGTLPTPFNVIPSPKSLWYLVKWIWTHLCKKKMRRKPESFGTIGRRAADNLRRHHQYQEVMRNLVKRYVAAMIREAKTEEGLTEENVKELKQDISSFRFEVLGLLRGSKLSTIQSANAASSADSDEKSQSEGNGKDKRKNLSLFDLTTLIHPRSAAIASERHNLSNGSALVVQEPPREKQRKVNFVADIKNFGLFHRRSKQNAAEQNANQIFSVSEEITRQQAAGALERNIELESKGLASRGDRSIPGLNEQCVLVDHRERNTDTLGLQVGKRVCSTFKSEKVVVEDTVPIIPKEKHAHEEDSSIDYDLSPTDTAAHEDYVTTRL
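Assay system: HEK293 stable line with TRPC4beta plus mu-opioid receptor. Times: dye 45 min RT, read 110 s. Measured by: kinetic Fluo4 calcium fluorescence. Measure: B score of integrated ratio. Controls: assay buffer as low control, maximal DAMGO as high control.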
KCNK9 block – human KCNK9 channel inhibition. Q9NPC2. HEK293 KCNK9, FluxOR thallium flux fluorescence; stronger effect = lower value. B-score at 10 µM. 310,000 tested, 1.2% active. AID 488922;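 active means ratio B-score over 3 SD below the library mean, with starting fluorescence within 5 SD of its mean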;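 further: negative B-score means less thallium flux so channel inhibition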
TMEM16A act – activators or potentiators of mouse TMEM16A chloride channel | Q8BHY3 | HEK293 TMEM16A/YFP-H148Q/I152L, iodide quench fluorescence; stronger effect = lower value | B-score at 10 µM | 340,000 tested, 0.3% active | AID 623877;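 active means fluorescence-ratio B-score plate-corrected deviation score at least 3 library SD below zero, with starting fluorescence score within 5 deviations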;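 further: channel opened by trigger with iodide after compound preincubation; score built on the fluorescence ratio of max minus min over baseline; more negative score means more quench and so TMEM16A activation or potentiation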
TRPC4 PAM – TRPC4 (mouse) allosteric potentiation. Q9QUQ5. AID 2227. 310,000 tested, 0.42% active. HEK293 TRPC4beta/mu-opioid, DAMGO EC20, Fluo-4 Ca2+ flux; stronger effect = higher value. B-score at 10 µM;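 active means B-score of calcium response area above 5 SD of library B-scores, with initial fluorescence ratio within 5 SD of library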;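 further: B-score of integrated fluorescence ratio over time as area under calcium response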
hERG rescue – compounds protecting human hERG from proarrhythmic drug block; CHO-hERG, FluxOR thallium flux, dofetilide IC70 present; activation (rescue from dofetilide block), less the hit threshold, % at 10 µM; 310,000 tested, 0.51% active;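 active means activation above the mean of controls blocked by dofetilide plus 5 SD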;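 further: thallium influx through hERG after potassium depolarization seen as dye fluorescence rise; in these data hits start at about 4.7%; inactives centre near -7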
DYRK1A inh – blocks rat Dyrk1A kinase activity; 310,000 tested, 0.43% active; inhibition, % at 12.5 µM; Q63470; AID 504441; ADP-Glo luminescence, NFATc1 peptide; in the data active means inhibition above about 50%;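 further: plate controls were vehicle with enzyme for no effect and no enzyme for full effect; many of its hits are not listed in these tables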
HDAC3 inhib – blocks human histone deacetylase 3. O15379. recombinant HDAC3, fluorogenic peptide/trypsin coupled, fluorescence. inhibition, % at 8.3 µM. 320,000 tested, 0.15% active; in the data active means inhibition above about 26%, passing the limit was not always enough; inconclusive means no clear call, values can overlap the other calls
TMEM16A inh – mouse TMEM16A channel inhibition, primary screen | HEK293 TMEM16A/YFP iodide influx fluorescence, ionomycin | normalized B-score (activity score, 25-100; higher = stronger inhibition) at 10 µM | 310,000 tested, 1.2% active | Q8BHY3;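 active means ratio plate-corrected score three or more library SD toward inhibition, starting fluorescence score within five deviations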;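 further: score derived from kinetic fluorescence span divided by baseline fluorescence per well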
KCNQ1 pot – potentiates or activates the human KCNQ1 potassium channel; P51787; 310,000 tested, 0.35% active; B-score at 10 µM; CHO-K1 KCNQ1, thallium flux FluxOR fluorescence; stronger effect = higher value;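 active means fluorescence ratio B-score, a plate-corrected score, at least three library SD, with initial intensity B-score within 5 SD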
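System: Stable KCNQ1 CHO-K1 line | Incubation: 90 min dye loading and 20 min compound exposure, both at room temperature | Measure: Ratio B score | Medium: Assay buffer for compound exposure, DMSO matched across wells | Compound dosing: Single-concentration screen | Probe or stimulus: K+/Tl+ depolarizing stimulus | Measured by: Kinetic FluxOR fluorescence, 10 s baseline plus 110 s post-stimulus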
KCNQ1 block – blocks the human KCNQ1 potassium channel; P51787; CHO-K1 KCNQ1, FluxOR thallium flux fluorescence; stronger effect = higher value; B-score at 10 µM; 310,000 tested, 1.3% active;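 active means compounds whose thallium flux B-score, printed positive for inhibition, exceeds three library SD while starting fluorescence stays within three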;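 further: channel opened by potassium depolarization with thallium stimulus after 20 min compound exposure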
* = called active by the depositor; i = inactive; ? = inconclusive; . = not tested or not shown.

SMILES	KCNK3 inh	TRPC4 agonist	KCNK9 block	TMEM16A act	TRPC4 PAM	hERG rescue	DYRK1A inh	HDAC3 inhib	TMEM16A inh	KCNQ1 pot	KCNQ1 block
CCCC(C(=O)NC(C)(C)C)N(C(=O)c1snc(C(N)=O)c1N)c1ccc2c(c1)OCCO2 (stereo not drawn)	i	i	i	i	i	-13	1	?	i	i	i
Cn1c(=O)n(C)c2cc(NC(=O)CSc3nc4ccccc4c(=O)[nH]3)ccc21	i	i	i	i	i	-5	-7	6	i	i	i
O=C(CNS(=O)(=O)c1ccccc1)N/N=C\c1ccc(Cl)cc1	i	i	i	i	i	-6	-1	-2	i	i	i
COc1ccc(S(=O)(=O)N2CCCCCC2)cc1C(=O)OCc1c(C)noc1C	i	.	.	i	.	.	10	-1	i	.	.
OCC[C@@H]1C[C@@H](O)[C@H](O)[C@]2(CCc3ccccc3O2)O1	i	i	i	i	i	-7	6	5	i	i	i
COc1ccc(S(=O)(=O)N2CCN(C3CCN(Cc4ccccc4)CC3)CC2)cc1	i	i	i	i	i	-7	-1	-2	i	i	i
CC1CCN(C(=O)c2ccc(COc3ccccc3Cl)o2)CC1	i	i	i	i	i	-11	13	4	i	i	i
Cc1ccc(N2C(=O)C3C(c4ccccc4)N4CCCN4C3(C)C2=O)cc1 (stereo not drawn)	i	i	i	i	i	-11	4	-3	i	i	i
Cc1nc2ccc(C(=O)N/N=C/c3cc([N+](=O)[O-])ccc3O)cc2[nH]1	i	i	i	i	i	-7	1	12	i	i	i
COC(=O)c1cc(NC(=O)CN(c2ccc3c(c2)OCO3)S(C)(=O)=O)ccc1Cl	i	i	-7.4*	i	i	-10	7	6	i	i	i
Cc1cc(Nc2ccc(Cl)cc2)nc(NCc2ccccc2)n1	i	i	i	i	i	-18	2	2	i	i	i
COc1ccccc1NC(=O)C1CCCN(S(=O)(=O)c2ccc3[nH]c(=O)ccc3c2)C1 (stereo not drawn)	i	i	i	i	i	-6	-5	6	i	i	i
O=C(O)c1ccccc1C(=O)NNc1ccc(Cl)cc1	i	i	i	i	i	-2	2	7	i	i	i
CC(=O)c1ccccc1OC(=O)c1c(F)cccc1F	i	i	i	i	i	-7	3	4	i	i	i
O=S(=O)(c1ccccc1)N1CCN(S(=O)(=O)N2CCCCC2)CC1	i	i	i	i	i	-2	-1	-1	i	i	i
Cn1c(=O)n(C)c2cc([N+](=O)[O-])c(N3CCN(C(=O)c4ccc(Cl)cc4)CC3)cc21	i	i	i	i	i	2	-6	9	i	i	i
CC(C)CCNC(=O)C(=O)Nc1ccccc1	i	i	i	i	i	-8	7	1	i	i	i
CCOC(=O)c1ccc(NC(=O)NC(C)C2CCCO2)cc1 (stereo not drawn)	i	i	i	i	i	-13	0	1	i	i	i
COc1ccc(S(=O)(=O)N2CCCN(CC(=O)C(C)(C)C)CC2)cc1	i	i	i	i	i	-4	-2	?	i	i	i
Cc1coc2c1c(C)cc1oc(=O)c(CC(=O)NCC(=O)N[C@H](C(=O)O)C(C)C)c(C)c12	i	i	i	i	i	-8	-2	-28	i	i	i
NS(=O)(=O)c1ccc(CCNC(=O)CSc2ccc(Cl)cc2Cl)cc1	i	i	i	i	i	-17	-4	1	i	i	i
CCCCC(=O)NNC(=S)NC(=O)CCC	i	i	i	i	i	-11	0	4	i	i	i
O=C1C=C(N2CCCCCC2)C(=O)N1c1ccc(Cl)cc1	i	i	i	i	i	-5	0	0	i	i	i
COc1cc(C=O)ccc1OC(=O)c1ccncc1	i	i	i	i	i	-8	2	-4	i	i	i
Cc1cc(C)c(NC(=O)COC(=O)CCc2ccc(S(=O)(=O)N3CCCCC3)cc2)c(C)c1	i	i	i	i	i	-2	1	2	i	i	i

Random excerpt: 2 entries already listed, in no set order.
SMILES	KCNK3 inh	TRPC4 agonist	KCNK9 block	TMEM16A act	TRPC4 PAM	hERG rescue	DYRK1A inh	HDAC3 inhib	TMEM16A inh	KCNQ1 pot	KCNQ1 block
COc1ccc(S(=O)(=O)N2CCCCCC2)cc1C(=O)OCc1c(C)noc1C	i	.	.	i	.	.	10	-1	i	.	.
Cc1coc2c1c(C)cc1oc(=O)c(CC(=O)NCC(=O)N[C@H](C(=O)O)C(C)C)c(C)c12	i	i	i	i	i	-8	-2	-28	i	i	i

(cont.)
SMILES	KCNK3 inh	TRPC4 agonist	KCNK9 block	TMEM16A act	TRPC4 PAM	hERG rescue	DYRK1A inh	HDAC3 inhib	TMEM16A inh	KCNQ1 pot	KCNQ1 block
CC(C)c1ccc2c(c1)C1(NN=C(c3ccccc3)S1)C(=O)N2 (stereo not drawn)	-12*	i	i	i	11*	-22	-1	3	25*	i	18*
Cn1cc(C(=O)NCCN2CCN(c3cccc(Cl)c3)CC2)c2c3ccccc3n(C)c2c1=O	i	i	i	i	i	-15	-3	-9	i	i	i
CC(C)COc1ccc(CN=C(N)N=C(N)N)cc1Cl	i	50*	i	i	i	-6	6	-5	i	i	i
CN(C)S(=O)(=O)c1cc(NC(=O)CNCCN2CCOCC2)ccc1Cl	i	i	i	i	i	-12	-3	3	i	i	i
C=CCSc1nc2c(c(=O)[nH]c(=O)n2C)n1Cc1ccc(C)cc1	i	i	i	i	i	-9	6	4	i	i	i
O=C(O)C1(P(=O)(c2ccc(Cl)cc2)c2ccc(Cl)cc2)CCCC1	i	i	i	i	i	-3	1	-2	i	i	i
Cc1[nH]nc(SCC(=O)N2CCC(C)CC2)c1[N+](=O)[O-]	i	i	i	i	i	-13	2	-1	i	i	i
Cc1cc(=O)oc2c(C)c(OCC(=O)N3CCN(c4ccccc4)CC3)ccc12	i	i	i	i	i	-6	1	-2	i	i	i
Nc1ccc(CN2CCCCCC2)cc1	i	i	i	i	i	-6	16	7	i	i	i
COC(=O)c1ccc(NC(=O)CN2C(=O)CSC2=O)cc1	i	i	i	i	i	-5	-3	0	i	i	i
CC(O)c1cccc(NC(=O)C2CCCCC2)c1 (stereo not drawn)	i	i	i	i	i	-2	-2	1	i	i	i
Cc1ccc(NC(=S)N(CCCN2CCCC2)Cc2cccn2Cc2ccc(Cl)cc2)cc1C	i	i	i	i	i	-16	-6	2	i	i	i
COC(=O)N1[C@H](C)C=C[C@]1(Cc1ccccc1)C(=O)OC	i	i	i	i	i	-6	0	-4	i	i	i
CCOC(=O)c1c(NC(=O)CSc2nnc(Cc3ccccc3)o2)sc(C(C)=O)c1C	i	i	i	i	i	-20	12	-2	25*	i	i
COc1ccc(-c2nnc(N(C)C(=O)c3ccco3)s2)cc1OC	i	i	i	i	i	-5	-1	-5	i	i	i
COc1ccc(/C=C(/CC(=O)Nc2ccc(C)cc2)c2nc3ccccc3s2)cc1	i	i	i	i	i	-14	-2	-4	i	i	i
COc1ccc(NC(=O)CCN2C(=O)c3ccncc3C2=O)cc1OC	i	i	i	i	i	-4	-1	4	i	i	i
Cc1c(Br)c([N+](=O)[O-])nn1CC(=O)Nc1ccc(CC#N)cc1	.	i	i	.	i	-13	.	0	i	i	i
COC(=O)c1ccc(SC2CCCCC2)c([N+](=O)[O-])c1	i	i	i	i	i	-13	-1	1	i	i	i
Fc1cccc(Cl)c1Cn1nnc2c(NCc3ccncc3)ncnc21	i	i	i	i	i	-10	.	-11	i	i	i
O=S(=O)(c1ccc(Cl)cc1)N1CCCCCC1	i	i	i	i	i	-4	-4	7	i	i	i
CCOC(=O)C1CCN(C(=O)CSc2ccc(Br)cc2)CC1	i	i	i	i	i	-10	-2	3	i	i	i
COc1ccc(CCNC(=S)N2CCC(C(=O)c3ccc(F)cc3)CC2)cc1OC	i	i	i	i	i	-4	9	?	i	i	i
CC(C)(C)CC(=O)Nc1nnc(SCC(=O)NC2CCCCC2)s1	i	i	i	i	i	-7	3	13	i	i	i
Cc1c(Cl)cccc1N(CC(=O)NC(C)c1ccccc1)S(C)(=O)=O (stereo not drawn)	i	i	i	i	i	-17	-3	1	i	i	i

The closing 4 records of the section above come first, to join the parts:
SMILES	KCNK3 inh	TRPC4 agonist	KCNK9 block	TMEM16A act	TRPC4 PAM	hERG rescue	DYRK1A inh	HDAC3 inhib	TMEM16A inh	KCNQ1 pot	KCNQ1 block
CCOC(=O)C1CCN(C(=O)CSc2ccc(Br)cc2)CC1	i	i	i	i	i	-10	-2	3	i	i	i
COc1ccc(CCNC(=S)N2CCC(C(=O)c3ccc(F)cc3)CC2)cc1OC	i	i	i	i	i	-4	9	?	i	i	i
CC(C)(C)CC(=O)Nc1nnc(SCC(=O)NC2CCCCC2)s1	i	i	i	i	i	-7	3	13	i	i	i
Cc1c(Cl)cccc1N(CC(=O)NC(C)c1ccccc1)S(C)(=O)=O (stereo not drawn)	i	i	i	i	i	-17	-3	1	i	i	i
O=c1c2ccccc2cnn1Cc1cccc(Br)c1	i	i	i	i	i	-6	0	-11	i	i	i
C=CCn1c(N)c(C(=O)OCC(C)C)c2nc3ccccc3nc21	i	i	i	i	i	-15	2	.	.	i	i
O=C(CC1(O)C(=O)Nc2ccccc21)c1ccc(-n2cccc2)cc1 (stereo not drawn)	i	i	i	i	i	-12	15	7	i	i	i
Cc1ccc(C)c(N2CCN(C(=O)C3CCCCN3S(=O)(=O)c3ccc(F)cc3)CC2)c1 (stereo not drawn)	i	i	-19*	i	i	-6	0	13	i	i	i
CCOc1ccc(C2C(C(N)=O)=C(C)Nc3ncnn32)cc1OC (stereo not drawn)	i	i	i	i	i	-5	-5	0	i	i	i
COc1cccc(NS(=O)(=O)c2ccc3c(c2)n(C)c(=O)c(=O)n3C)c1	i	i	i	i	i	-7	4	4	i	i	i
Cc1cccc(Oc2nc(-c3ccccc3)cc(C)c2S(C)(=O)=O)c1C	i	i	i	i	i	-7	-2	-1	i	i	i
COc1ccc(CN2CCc3c([nH]c4ccccc34)C2)c(OC)c1C	i	i	i	i	i	-15	2	-4	i	i	i
CCOC(=O)Cc1ncccc1C(=O)Nc1ccc(OC(F)(F)F)cc1	i	i	i	i	i	-7	-5	10	i	i	i
COc1cc(C)c(NC(=S)Nc2cccc(Cl)c2C)cc1OC	i	i	i	i	i	-11	-7	10	i	i	i
Cn1ncc(Br)c1C(=O)N1CCCCCC1	i	i	i	i	i	-5	-3	1	i	i	i
COc1cc2ncc(S(=O)(=O)c3ccccc3)c(N3CCC4(CC3)OCCO4)c2cc1OC	i	i	i	i	i	-14	1	-5	i	i	i
O=C(Cn1nnc(-c2ccc(N3CCOCC3)cc2)n1)N1CCOCC1	.	i	i	.	i	-11	.	13	i	i	i
COc1ccc(-c2nn(-c3ccccc3)cc2/C=N/Nc2ccccn2)cc1	.	i	i	.	i	-8	.	-1	i	i	i

Some of the compounds tested (hit frequency here may not be typical).
